# 15-hLO inh – 15-hLO (ALOX15) enzyme inhibition; P16050; purified 15hLO-1, xylenol orange hydroperoxide absorbance; Potency, µM (highest dose often 57.1 µM), inactives show at the highest dose activity change, negative = inhibition, hits mostly inhibitors; 1.4% of 74,000 active; AID 887; further: potency means the concentration at half of the fitted maximal effect; on the % scale 0 is the no-effect control and ±100 the full control effect; nearly all actives have a fitted effect of over 55% in size
# Target sequence (P16050 whole entry, looked up): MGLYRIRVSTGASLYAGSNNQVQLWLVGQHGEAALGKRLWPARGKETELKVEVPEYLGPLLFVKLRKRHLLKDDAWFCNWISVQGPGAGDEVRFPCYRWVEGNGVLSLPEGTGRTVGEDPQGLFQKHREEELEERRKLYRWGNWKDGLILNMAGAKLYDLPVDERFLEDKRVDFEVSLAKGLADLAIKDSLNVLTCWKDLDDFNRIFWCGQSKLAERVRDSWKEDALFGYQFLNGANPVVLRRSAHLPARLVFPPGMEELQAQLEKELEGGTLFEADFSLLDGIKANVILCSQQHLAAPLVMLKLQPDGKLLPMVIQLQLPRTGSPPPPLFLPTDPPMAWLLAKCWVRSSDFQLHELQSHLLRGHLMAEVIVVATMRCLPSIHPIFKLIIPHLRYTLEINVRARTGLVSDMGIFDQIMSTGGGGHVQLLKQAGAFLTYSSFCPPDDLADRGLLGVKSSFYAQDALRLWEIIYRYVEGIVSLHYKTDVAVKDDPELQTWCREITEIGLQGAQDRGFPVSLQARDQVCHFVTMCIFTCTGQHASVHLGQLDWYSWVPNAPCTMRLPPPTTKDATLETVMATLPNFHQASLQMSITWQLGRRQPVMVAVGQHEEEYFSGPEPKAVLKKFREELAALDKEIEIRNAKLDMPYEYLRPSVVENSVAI
#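 Readout: Fe(III)-xylenol orange absorbance, 573-to-405 nm ratio as reaction progress. Enzyme 40 nM purified human 15hLO-1, substrate 50 uM arachidonic acid, 6 min RT after 15 min compound preincubation; Hepes pH 7.5 buffer with Triton X-100.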
# Tau fil binding – binds recombinant human tau filaments. recombinant tau filaments, thioflavin S fluorescence, 15 h; filaments grown with octadecylsulfate alongside compound. Potency, µM (highest dose often 57.1 µM), for the others: top-dose activity change, negative = inhibition. 2% of 71,000 active. AID 596;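 further: potency means the concentration at half of the fitted maximal effect; on the % scale 0 is the no-effect control and ±100 the full control effect; actives lower thioflavin S fluorescence by blocking filaments or displacing dye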
#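 His-tagged recombinant human tau (exons 2, 3, 10; 1 uM final) fibrillized with 30 uM sodium octadecylsulfate, 15 h at 37 C, in pH 7.4 HEPES buffer with 10 uM thioflavine S and 5 mM DTT. Reduced ThS fluorescence (450/510 nm) marks activity.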
# Caspase-1 inhib – caspase-1 (human) inhibition, allosteric or competitive; Caspase-1 enzyme, Ac-WEHD-AFC fluorogenic rate; P29466; AID 900; Potency, µM (series often up to 57.5 µM), for inactives: at the highest dose activity change, negative = inhibition, hits mostly inhibitors; 0.03% of 75,000 active;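 further: potency means the concentration at half of the fitted maximal effect; plate controls were vehicle for no effect and no substrate for full effect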
# HADH2 inh – HADH2 (human) dehydrogenase inhibition; 3.4% of 73,000 active; recombinant HADH2, NADH fluorescence, beta-hydroxybutyryl-CoA; Potency, µM (top dose mostly 57.1 µM), for inactives: at the highest dose activity change, negative = inhibition, hits mostly inhibitors; AID 886; further: potency means the concentration at half of the fitted maximal effect; on the % scale 0 is the no-effect control and ±100 the full control effect; nearly all actives have a fitted effect of over 60% in size; many of its hits are not listed in these tables
#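 Activity measured as NADH fluorescence gain (360/450 nm), taken as the change between first and last reads of a 4-min kinetic run. Conditions: pH 9.0 Tris buffer, 20 nM E. coli-expressed His-tagged enzyme, 1 mM NAD+, 90 uM beta-hydroxybutyryl-CoA; 15-min compound preincubation.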
# BRCT PPI green – blocks human BRCA1 BRCT binding to phosphopeptide, green readout | 0.05% of 75,000 active | Potency, µM (series often up to 76.9 µM), for inactives: top-dose activity change, negative = inhibition, usual class: inhibitors | P38398 | BRCA1 BRCT-phosphopeptide binding, green fluorescence polarization;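 further: potency means the concentration at half of the fitted maximal effect; plate controls were peptide without protein for full effect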
#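 Fluorescence polarization: His-tagged BRCT (~35 kDa BRCA1 C-terminus, 250 nM) bound to 100 nM fluorescein-labeled phosphorylated 10-aa BACH1 peptide, pH 7.3 phosphate buffer with DTT and Tween 20. Compounds incubated 12 min at room temperature; inhibition read as lowered polarization.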
# Rhodamine fluor – compound fluoresces in the rhodamine spectral region. Rhodamine-region fluorescence, 547/598 nm, Tris buffer; hits give high values. max dye-equivalent concentration, M. 0.05% of 59,000 active; in the data active means max dye-equivalent concentration above about 11 nM; inconclusive means between about 1.1 nM and that limit
#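 Compound fluorescence in 100 mM Tris, pH 8.0, read after 15 min at room temperature with 547 nm excitation and 598 nm emission. Output is dye-equivalent concentration from an on-plate rhodamine standard series.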
# Pol III holo inh – inhibitors of bacterial DNA polymerase III holoenzyme | reconstituted DNA polymerase III holoenzyme replication, biochemical | Potency, µM (top dose mostly 57.1 µM), for inactives: at the top dose activity change, negative = inhibition | 0.25% of 71,000 active; further: potency means the concentration at half of the fitted maximal effect; on the % scale 0 is the no-effect control and ±100 the full control effect
#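 Reconstituted *E. coli* holoenzyme (0.35 nM Pol III, 1 nM beta, 154 nM SSB, 2 nM primase) was preincubated with compound for 15 min at RT. Synthesis on 1.4 nM ssM13Gori ran 35 min, then was stopped with PicoGreen/EDTA and read as dsDNA fluorescence.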
# USP2a inh – inhibitors of human ubiquitin-specific protease USP2a; 0.1% of 60,000 active; Potency, µM (top dose mostly 38.3 µM), for inactives: at the top dose activity change, negative = inhibition, usual class: inhibitors; USP2a enzymatic assay, qHTS inhibition;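 further: potency means the concentration at half of the fitted maximal effect; nearly all actives have a fitted effect of over 60% in size; plate controls were DMSO for no effect and NEM full inhibition control for full effect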
#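 USP2 core (20 nM final) was preincubated with compound for 30 min at RT in 20 mM Tris-HCl pH 8.0, 2 mM CaCl2, 2 mM beta-mercaptoethanol; Ub-PLA2 (20 nM) plus NBD C6-HPC (20 uM) then added, fluorescence read after 2.5 h.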
# HEK293 cAMP ctrl – raises cAMP in parental HEK293 cells, TSHR agonist counter-screen | parental HEK293 CNG cAMP sensor, membrane potential fluorescence | Potency, µM (titrated, usually from 57.1 µM), inactives show top-dose activation, actives largely listed as activators | 2.5% of 73,000 active; further: potency means the concentration at half of the fitted maximal effect; % of control where 0% means no effect; nearly all actives have a fitted effect of over 55% in size
#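 Parental HEK 293 cells stably expressing a cAMP-gated CNG channel were loaded with membrane potential dye containing 100 uM RO 20-1724 for 60 min. Compound added for 30 min; depolarization read as fluorescence intensity at 590 nm.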
# Casp7 inh – caspase-7 (human) inhibition, allosteric or competitive | recombinant caspase-7, Ac-DEVD-AFC fluorescence rate | Potency, µM (highest dose often 57.5 µM), for inactives: top-dose activity change, negative = inhibition, most hits filed as inhibitors | 0.02% of 75,000 active; active means well fitted inhibition curve with a large enough effect in the main read-out, with a control signal flat, not every such curve was filed as active; inconclusive means small, poorly fitted or top-dose-only effect, or a change in a side signal; further: potency means the concentration at half of the fitted maximal effect; % of control where 0% means no effect
# Target sequence (P55210 24-198 limits assumed): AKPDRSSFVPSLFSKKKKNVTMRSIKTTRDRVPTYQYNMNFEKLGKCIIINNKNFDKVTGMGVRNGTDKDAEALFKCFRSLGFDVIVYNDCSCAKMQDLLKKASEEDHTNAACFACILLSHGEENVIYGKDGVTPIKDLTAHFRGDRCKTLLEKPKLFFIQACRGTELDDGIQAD
# Target sequence (P55210 207-303 limits assumed): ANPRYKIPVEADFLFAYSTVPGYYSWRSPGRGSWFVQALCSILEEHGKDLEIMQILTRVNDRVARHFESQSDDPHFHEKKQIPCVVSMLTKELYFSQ
# BRCT PPI red – inhibitors of human BRCA1 BRCT-phosphoprotein interaction (red fluorophore); P38398; BRCT-phosphopeptide binding, red fluorescence polarization; Potency, µM (doses to about 76.9 µM), inactives show top-dose activity change, negative = inhibition, usual class: inhibitors; 0.03% of 75,000 active; AID 892; further: on the % scale 0 is the no-effect control and ±100 the full control effect
#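 Fluorescence polarization: 100 nM His-tagged BRCA1 BRCT with 100 nM TAMRA-labelled phospho-BACH1 decapeptide, phosphate buffer pH 7.3 with 150 mM NaCl, DTT, 0.01% Tween 20; 12 min RT. Binding inhibition seen as FP decrease.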
# Active calls of the source: *; i = inactive; ? = inconclusive; . = no result given; & = joins results of further samples; [ ] = another dose, or the depositor's remark. Unless noted, the call rests on the fitted dose curve; in most records, active means well fitted curve in the direction sought with a large enough effect; inconclusive means small, poorly fitted or top-dose-only effect, or another doubt; inactive means no such curve, though single readings can be large; an effect the other way counts as inactive or inconclusive. These rows are one share of the data; rates above refer to the full screens.
mol | 15-hLO inh | Tau fil binding | Caspase-1 inhib | HADH2 inh | BRCT PPI green | Rhodamine fluor | Pol III holo inh | USP2a inh | HEK293 cAMP ctrl | Casp7 inh | BRCT PPI red
CSc1nc(-c2ccco2)nn1C(=O)c1ccco1 | 3% | 3% | -2% | -25% | 1.3% | . | -6% | . | -3% | 0% | 0.5%
COc1cccc(OCC(=O)Nc2ccccc2NC(C)=O)c1 | 15% | 9% | 1% | 9% | -1.6% | i | -10% | 3% | 12% | 0% | 0.9%
O=C(O)CCc1ccc(-c2cccs2)n1NC(=O)c1ccccc1Br | 1% | 18% | -6% | -14% | -1.3% | i | -3% | 7% | 0% | 0% | 0.3%
Cc1noc(C)c1C(=O)Nc1ccc2c(c1)CCC2 | 4% | 11% | 0% | 21% | 0.4% | i | 0% | 0% | 13% | 0% | -2.3%
CCOC(=O)N1CCN(c2c(NCCCN(CC)c3cccc(C)c3)c(=O)c2=O)CC1 | -6% | -4% | 2% | 3% | -2.9% | i | -1% | 18% | 13% | 1% | -2.2%
COc1ccc(-n2c(CSc3nc(C)cc(C)n3)nnc2SCC(=O)Nc2nccs2)cc1 | 7% | 2% | 2% | 14% | -2.5% | i | -4% | . | -7% | 2% | 1.2%
CCOC(=O)Cc1nnc(NC(=O)c2ccccc2OC)s1 | 4% | -8% | -6% | ? | -2.3% | i | -5% | 20% | ? | -4% | -1.4%
O=C(c1cccc(F)c1)N1CCN(c2cccc(C(F)(F)F)c2)CC1 | 1% | -7% | -1% | 10% | -0.9% | i | 0% | 4% | 14% | -2% | -1.1%
N#CCCCn1c(-c2ccccc2)noc1=O | 2% | 3% | 4% | 4% | 0.2% | i | -4% | -3% | 9% | 1% | 0.9%
COc1ccc2[nH]cc(CC(N)C(=O)O)c2c1 (stereo not drawn) | -1%[25.6 µM] | . | 0% | . | 0.6% | . | . | . | . | -3% | -2.3%
Cn1c(-c2nonc2NC(=O)c2ccc(C(C)(C)C)cc2)nc2ccccc21 | 6% | 8% | -2% | -2% | -3.0% | i | 2% | -1% | 6% | 2% | 1.2%
CCOC(=O)N1CCN(S(=O)(=O)c2cc3c(cc2C)NC(=O)CO3)CC1 | 11% | -6% | 1% | 5% | -5.9% | i | 0% | -3% | 4% | -1% | 0.9%
Brc1ccc(CSc2ncn[nH]2)cc1 | 6% | -2% | -3% | ? | -3.6% | . | -5% | 4% | -4% | -6% | 0.8%
CCOC(=O)C1=C(c2ccccc2)N2CCN=C2S1 | 17% | 6% | -1% | -4% | 0.7% | i | -2% | . | 2% | 2% | 0.2%
CC(=O)Cc1nsc(NC(=O)c2ccc(-c3ccccc3Cl)o2)n1 | -4% | -16% | -2% | -21% | 0.0% | i | -5% | 32%[activator] | 12% | -1% | -0.5%
CCCn1nnc(NC(=O)c2ccc(Cl)cc2Cl)n1 | 0% | 0% | 2% | 9% | -0.1% | i | 2% | 2% | 2% | 0% | -1.7%
Cn1c(=O)c2c(SCc3ccccn3)nc(-c3ccccc3)nc2n(C)c1=O | 2% | -13% | 0% | 5% | -1.0% | . | -3% | . | ? | 0% | -0.5%
COc1cccc(CNC(=O)C2CCCN(S(=O)(=O)c3c(C)n[nH]c3C)C2)c1 (stereo not drawn) | 13% | 20% | 1% | 2% | -0.5% | i | -2% | 1% | 8% | 0% | -0.1%
CCOc1nc(-c2ccc(C)cc2)ccc1-c1noc(COC)n1 | 1% | 5% | -4% | ? | 1.6% | i | 3% | 8% | 24% | 0%[0.00368 µM] | -0.5%
c1cnc(NCCNc2ncccn2)nc1 | 13% | 12% | 0% | -5% | -0.5% | i | -4% | 0% | 8% | 0% | 0.8%
CC(C)c1nnc(NC(=O)c2c(O)c3cccc4c3n(c2=O)CC4)s1 | 5% | 0% | 0% | -17% | 1.3% | i | -6% | . | ? | 2% | -2.0%
Cc1ccccc1-n1c(SCC(=O)N2CCN(c3ccccc3)CC2)nnc1-c1ccncc1 | -6% | -14% | -2% | -17% | -1.2% | i | -3% | 20% | -4% | 1% | -0.8%
CC(C(=O)N1CCN(C)CC1)N1C(=O)c2ccccc2C1=O (stereo not drawn) | -1% | 5% | 2% | -1% | -0.4% | i | 3% | -9% | 27% | -1% | -0.2%
CCCCC(CCC(=O)Nc1ccccc1C(=O)OCC)C(=O)O (stereo not drawn) | 6% | -9% | -3% | 19% | -1.2% | i | -4% | 4% | ? | 0% | 0.9%
CCOC(=O)c1sc2nc(N3CCOCC3)c3c(c2c1N)CCC3 | -21% | -1% | -10% | ? | -0.6% | i | 6% | 9% | ? | -6% | -1.6%
COc1ccc(OC)c(C2C(C(C)=O)=C(O)C(=O)N2c2ccc(F)cc2)c1 (stereo not drawn) | 42%[activator][11.4 µM] | 0%[11.4 µM] | -3% | -15%[11.4 µM] | 0.6% | . | 0%[11.4 µM] | 9%[7.66 µM] | 5%[11.4 µM] | 1% | -0.1%
CS(=O)CSc1nc2c(cc1C#N)CCCC2 (stereo not drawn) | -10% | 2% | 1% | -17% | 0.8% | i | -6% | -3% | 2% | -1% | -0.4%
CCN(CC)c1nc(N)nc(NS(=O)(=O)c2ccc(Cl)cc2)n1 | -1%[11.4 µM] | 5%[11.4 µM] | -1% | 3%[11.4 µM] | -0.3% | . | -1%[11.4 µM] | 7%[7.66 µM] | 11%[11.4 µM] | 0% | 0.3%
CCc1c(C(=O)Nc2nnc(C3CC3)s2)csc1C | 5% | 50% | 1% | -4% | -0.7% | i | 4% | 1% | 22% | 0% | -0.3%
Cc1oncc1C(=S)Nc1ccccc1 | -8% | -18% | -1% | ? | -1.5% | . | 2% | -3% | 24% | 1% | -1.1%
CCOC(=O)Cc1csc(NC(=O)c2cccc(OC)c2)n1 | -8% | -24% | -3% | -3% | 0.0% | i | 3% | 8% | 1% | 0% | -0.6%
COc1ccccc1N1CCN(C(c2ccc(F)cc2)c2nnnn2C(C)C)CC1 (stereo not drawn) | 12% | -8% | -1% | 7% | -1.6% | i | 0% | . | ? | 1% | 0.8%
Cc1nc2cc(C(F)(F)F)ccc2n1C1CCN(CC(=O)N2CCOCC2)CC1 | 5% | 18% | 0% | 13% | -1.8% | i | 0% | 21% | 5% | -1% | -0.9%
O=C(CSc1nc2nc[nH]c2c(=O)[nH]1)NC1CCCCC1 | -6% | -5% | -3% | 0% | -1.5% | i | -4% | 2% | 24% | -3% | 0.1%
NC(=O)CN(c1ccc(Cl)cc1)S(=O)(=O)c1ccccc1 | 4% | 5% | 2% | 16% | 0.0% | i | -4% | 7% | -3% | 0% | -0.6%
CCOC(=O)C(Cc1cc(C(C)=O)ccc1OCC)C(=O)OCC | 1% | 23% | 0% | 7% | -1.2% | i | 5% | 8% | 30% | 1% | 0.1%
Cc1cc(C(=O)CSc2nnc(-c3ccco3)o2)c(C)n1CC1COc2ccccc2O1 (stereo not drawn) | 2% | 20% | -2% | 0% | 0.6% | i | 1% | 34%[activator] | 26% | -3% | -0.5%
CNC(=O)c1ccccc1NC(=O)c1cccc(S(=O)(=O)N2CCC(C)CC2)c1 | -21% | 5% | -4% | 0% | 0.2% | i | -2% | 13% | 5% | -1% | -1.5%
CC(=O)c1c(C)[nH]c(C(=O)NC2=NCCS2)c1C | 4% | -2% | -5% | -6% | -1.4% | i | 5% | 0% | -8% | -4% | 1.7%
COC(=O)C1=C(C)N(Cc2ccccc2)C2=C3C(=O)CCCC3[C@@](O)(C(=O)OC)C(=O)N2C1c1ccccc1 (stereo partly drawn) | -1%&4%[11.4 µM] | . | -1%&2%[11.5 µM] | 9%&1%[11.4 µM] | 1.0%&-1.5%[15.4 µM] | . | . | . | 0%&5%[11.4 µM] | 0%&0%[11.5 µM] | 0.9%&-0.1%[15.4 µM]
Cc1cc(NC(=O)c2ccccc2-c2ccccc2C(=O)O)no1 | -18% | -9% | -2% | 1% | -0.3% | i | 3% | -2% | 4% | -1% | -2.1%
Cn1nnc(NC(=O)CSc2nnnn2-c2ccc(F)cc2)n1 | 8% | -10% | 2% | 0% | -0.3% | i | -2% | -1% | 0% | 1% | 0.9%
COc1ccc(NC(=O)C2CCN(c3cc(C)nc(-c4ccccc4)n3)CC2)cc1 | -10% | 302% | -2% | 0% | -2.0% | i | -2% | 31%[activator] | -10% | -2% | 0.2%
O=C(COc1ccccc1)N1CCN(S(=O)(=O)c2cccs2)CC1 | -2% | . | -1% | -3% | -1.3% | . | . | . | -8% | -1% | 0.0%
COCCn1c(SCC(=O)Nc2nnc(C)s2)nnc1-c1c[nH]c2ccccc12 | 18% | -8% | 0% | 5% | -2.9% | i | -6% | 7% | -2% | 0% | -0.3%
